Bioassay records deposited in PubChem by several laboratories.
RT RNaseH block = inhibitors of HIV-1 reverse transcriptase RNase H. RT-RNase H RNA/DNA duplex cleavage, fluorescence. inhibition, % at 10 µM. actives 1.9% (n = 65,000). AID 565; in the data active = inhibition above about 50%
RmlCD inh mix = RmlC/RmlD inhibition, mixture screen | RmlC/RmlD coupled enzyme inhibition, 384-well mixture HTS | inhibition, % at 5.5 µM | actives 0.39% (n = 110,000); in the data active = inhibition above about 30%, passing the limit was not always enough; inconclusive = no clear call, values can overlap the other calls; also: strong numbers were not always called active
Starred values were filed as active, the others as inactive; ? = inconclusive; nt = not tested or not shown. The list is partial (hit frequency here may not be typical).

SMILES,RT RNaseH block,RmlCD inh mix
CC1CCC(NC(=O)C2CCN(c3cnccn3)CC2)CC1 (stereo not given),4,15
Cc1cc(-c2ccccc2)nc(Oc2cccc(C(F)(F)F)c2)c1S(C)(=O)=O,nt,-7
Cn1nc(CC(=O)NC2CCCCCC2)c2ccccc2c1=O,-11,-6
CC(=O)CS(=O)(=O)c1ccc(Oc2ccc(S(=O)(=O)CC(C)=O)cc2)cc1,nt,6
Cc1nc2ccccc2n1C1CC(=O)N(N(C)C)C1=O (stereo not given),nt,4
CCOC(=O)C1CCN(C(c2cccc(F)c2)c2sc3nc(C)nn3c2O)CC1 (stereo not given),-6,2
COc1ccc2c(c1)C=C(C(=O)NCc1ccc(Cl)cc1)CO2,nt,-6
CCCc1cc(=O)[nH]c(SCC(=O)N(CC)C2CCS(=O)(=O)C2)n1 (stereo not given),nt,-16
CCOCCCNCC(=O)N1CCN(S(=O)(=O)c2ccc(C)cc2)CC1,6,-12
O=C(NNC(=O)c1ccccc1F)c1cccc(Cl)c1,nt,-9
CCN(CC)CCNc1nc(-c2ccco2)c2c(c1C#N)CC(C)(C)OC2,-1,4
Cc1ccc(CNC(=O)c2nc3nc(C)cc(C)n3n2)cc1,nt,-6
COc1ccc(/C=C/C(=O)CC(O)(c2ccccc2)C(F)(F)F)cc1 (stereo not given),nt,-12
CCCCC(Nc1ncnc2ccccc12)C(=O)O (stereo not given),nt,8
COc1cccc(-c2nnc(SCc3ccccn3)n2C)c1,nt,6

7 records drawn at random from the list so far:
SMILES,RT RNaseH block,RmlCD inh mix
CCCCC(Nc1ncnc2ccccc12)C(=O)O (stereo not given),nt,8
CCN(CC)CCNc1nc(-c2ccco2)c2c(c1C#N)CC(C)(C)OC2,-1,4
CCOCCCNCC(=O)N1CCN(S(=O)(=O)c2ccc(C)cc2)CC1,6,-12
Cn1nc(CC(=O)NC2CCCCCC2)c2ccccc2c1=O,-11,-6
CC(=O)CS(=O)(=O)c1ccc(Oc2ccc(S(=O)(=O)CC(C)=O)cc2)cc1,nt,6
Cc1cc(-c2ccccc2)nc(Oc2cccc(C(F)(F)F)c2)c1S(C)(=O)=O,nt,-7
CC1CCC(NC(=O)C2CCN(c3cnccn3)CC2)CC1 (stereo not given),4,15

Next part
SMILES,RT RNaseH block,RmlCD inh mix
Cc1cc(C)c(S(=O)(=O)c2c(C)cccc2C)c(Cl)n1,nt,-16
Cc1cc2c(c(=O)n1CCc1ccccc1)C(c1ccco1)C(C#N)=C(N)O2 (stereo not given),nt,7
COc1ccc(Cl)cc1N(CC(=O)Nc1ccc2c(c1)OCO2)S(C)(=O)=O,0,10
O=S(=O)(Nc1cccc2cccnc12)c1ccc(S(=O)(=O)N2CCCC2)cc1,20,-75
Cc1ccccc1NC(=O)N1C2CCCC1CC(NC(=O)C1CC1)C2 (stereo not given),-7,10
COc1ccc(C)cc1NC(=O)C1CC(=O)OC12CCCCC2 (stereo not given),-29,4
Cn1c(=O)c2c(ncn2CCCl)n(C)c1=O,nt,-13
COc1ccccc1CC1(C)NC(=O)N(CC(=O)Nc2cc(C)on2)C1=O (stereo not given),2,2
COc1ccc(NC(C)=O)cc1NC(=O)CSc1nnc(-c2cccnc2)n1C,4,-8
Cc1ccc(N)c(C(=O)c2ccccc2)c1,nt,9
CC(C)(C)c1ccc(OCC(=O)NC2CCS(=O)(=O)C2)cc1 (stereo not given),1,13
O=C(CSc1cccc(C(F)(F)F)c1)N1CCN(S(=O)(=O)c2ccccc2)CC1,-34,7
CCOc1ccc(Nc2nc(C)cc(C)c2C#N)cc1,-3,5
CCOc1c2ccc(C(=O)NCCc3ccc(C)cc3)cc2nn1CC,nt,?
CCOc1ccc(C2=C(C=Nc3c(C)n(C)n(-c4ccccc4)c3=O)C(c3ccc(F)cc3)c3ccccc3O2)cc1 (stereo not given),nt,-11
Cc1nnc(NCCc2ccccc2)[nH]c1=O,-9,3
COC(=O)c1ccc(CN2C(=O)NC3(CCC(C)CC3)C2=O)o1 (stereo not given),-8,-11
CC1(OC(=O)C2CCCC2)C(=O)C=C2C=C(c3ccsc3)N(CCN3CCOCC3)C=C2C1=O (stereo not given),nt,3
COc1ccc(C(=O)O)cc1F,-4,-3
Cc1nn(Cc2ccccc2)c(C)c1C(=O)OCC(=O)c1cc(C)n(CC(F)(F)F)c1C,nt,-2
O=c1[nH]n(-c2ccc(F)cc2)c2ncccc12,nt,5
Cc1ccc(C(=O)C2=C(O)C(=O)N(c3ncccn3)C2c2ccc(Cl)cc2)o1 (stereo not given),3,13
COc1ccc(C)cc1S(=O)(=O)Nc1cccc(Cl)c1Cl,nt,-5
Cc1ccccc1C1C(C#N)=C2N=C(N)c3c(sc4c3CCCCC4)N2C2=C1C(=O)CC(C)(C)C2 (stereo not given),nt,7
CCN=C(Nc1ccc2c(c1)OCO2)SC1CC(=O)N(c2ccccc2F)C1=O (stereo not given),9,-1
COCn1c(=O)c2c(nc(SC3=NCCS3)n2Cc2ccccc2C)n(COC)c1=O,nt,-2
O=C(O)CN(Cc1ccccc1)S(=O)(=O)c1ccc(F)cc1,34,1
O=C(N/N=C/C1C(c2ccccc2)C1(Cl)Cl)c1cccc(Br)c1 (stereo not given),nt,16
CC(=O)OCCN(Cc1ccccc1)Cc1ccc2c(c1)OCO2,-22,-16
Cc1ccccc1-c1coc2cc(O)ccc2c1=O,1,41

Whole records, quoted from the list. Order of values: RT RNaseH block | RmlCD inh mix
Cc1cc(C)c(S(=O)(=O)c2c(C)cccc2C)c(Cl)n1 reads nt | -16
O=S(=O)(Nc1cccc2cccnc12)c1ccc(S(=O)(=O)N2CCCC2)cc1 reads 20 | -75
CCN=C(Nc1ccc2c(c1)OCO2)SC1CC(=O)N(c2ccccc2F)C1=O (stereo not given) reads 9 | -1

(further entries)
SMILES,RT RNaseH block,RmlCD inh mix
CCOC(=O)c1nn(-c2c(C)n(C)n(-c3ccccc3)c2=O)cc1O,-8,1
Nc1c(C(=O)NCCN2CCOCC2)c2nc3ccccc3nc2n1Cc1ccco1,-18,37*
CC(C)n1cc(/C=C2/SC(=O)N(CC(=O)N3CCCC3)C2=O)c2ccccc21,nt,12
CCOc1ccccc1Oc1cn[nH]c1-c1ccc(OC)cc1O,-35,-11
CCc1ccc(NC(=O)COn2nnc3ccc(S(=O)(=O)N(C)C)cc32)cc1,nt,8
CCOc1ccc(S(=O)(=O)N2CCN(S(=O)(=O)c3ccc(OCC)cc3)C(C)C2)cc1 (stereo not given),-6,-13
O=C(NCCCN1CCCCCC1)c1ccc(CS(=O)(=O)Cc2ccccc2F)o1,-1,7
Cc1ccccc1Cn1ccc(NC(=O)c2nc3ncccn3n2)n1,-4,10
CS(=O)(=O)N1CCC(C(=O)NCCc2ccccc2)CC1,nt,-1
COc1ccc(C(Cl)=C(c2ccc(OC)cc2)c2ccc(OC)cc2)cc1,nt,-11
CCC(=O)Nc1ccc(S(=O)(=O)NCc2ccco2)cc1,nt,-9
CCOC(=O)N1CCN(c2c(NCc3ccc(Cl)cc3)c(=O)c2=O)CC1,nt,-12
CC(NC(=O)C1CC2CCCC(C1)C2=O)c1ccccc1 (stereo not given),-4,-12
C=CCSc1ncccc1C(=O)NCc1ccc(C)cc1,nt,8
Cc1cc(C)n2c(SCc3ccccc3Cl)nnc2n1,nt,5
O=C(NCc1ccc(Cl)cc1)c1cc2ccccn2n1,nt,-4
Cc1occc1-c1nnc(SCC(=O)NCCc2ccccc2)n1Cc1ccccc1,8,5
CCN(CC)c1ccc(CC(=O)NC(C)Cc2ccccc2)cc1 (stereo not given),nt,8
CCc1nc(SCc2ccc(C(=O)OC)o2)c2c(=O)n(C)c(=O)n(C)c2n1,-8,-3
CCC(CC)NC(=O)C1CCN(S(=O)(=O)c2cccs2)CC1,nt,-15
COC(=O)C1=C(C)N(C)C(=O)/C1=C\c1ccco1,nt,-10
Cc1onc(-c2ccccc2Cl)c1C(=O)NCc1cccs1,-7,-12
O=S(=O)(Cc1ccc(Cl)cc1)Nc1ccc2c(c1)OCO2,0,-4
CC(C)CNC(=O)c1cc2nc3c(c(C(F)(F)F)n2n1)CCc1ccccc1-3,nt,-29
O=[N+]([O-])c1ccc([C@H](O)[C@H](CO)N=Cc2ccccc2O)cc1,nt,8
N#C/C(=C/c1ccc(C(=O)O)cc1)C(=O)NCc1ccccc1,nt,12
Cc1ccccc1Cn1c(=O)n(CCCC(=O)NCc2ccco2)c(=O)c2ccccc21,-12,14
O=C1Cn2c(nc3ccccc32)-c2ccccc2N1,-2,3
COc1ccc(N(C)S(=O)(=O)c2cccc(C(=O)Nc3ccc(-n4cnnn4)cc3)c2)cc1,6,-9
CCN(C(=O)Cc1ccc(Br)cc1)C1CCCCC1,nt,6
CCCCOc1ccc(N2C(=O)CC(NCCc3ccc(S(N)(=O)=O)cc3)C2=O)cc1 (stereo not given),nt,-7
CCCCn1c2nc3ccccc3nc2c2c(=O)n(CC(C)C)cnc21,0,nt
CCNc1nc(CC)nc2c1oc1ccccc12,-9,7
CCOc1ccc(C(=O)N2CCc3cc(OC)c(OC)cc3C2)cc1OCC,-4,3
O=C(CSc1ncnc2ccccc12)Nc1ccc2c(c1)OCO2,-18,8
O=C(Cc1ccc(Cl)cc1)Nc1cccc(-c2nnc(-c3ccco3)o2)c1,-4,-6
c1ccc(N2CCN(c3nnc(Cc4cccnc4)c4ccccc34)CC2)nc1,-32,-9
C=CCn1c(SCC(=O)Nc2ccccc2)nc2scc(-c3cccs3)c2c1=O,nt,-14
CCN(CC)C(=O)CSc1ncnc2sc(-c3ccccc3)cc12,nt,-7
O=C(O)C1=C[C@H](c2csc3ccccc23)C[C@H](OCCCCO)O1,nt,-8
CC(C)n1cnc2c(NCc3ccc(S(N)(=O)=O)cc3)nc(NCc3ccc(S(N)(=O)=O)cc3)nc21,nt,-16
Cc1nnc(C)n1/N=C/c1cccn1C,-10,6
O=c1[nH]c(=O)n(Cc2ccco2)c2c1C(C(F)(F)F)(C(F)(F)F)N=C(CCc1ccccc1)N2,nt,-11
Cc1oc(-c2ccccc2)cc1C(=O)Nc1cccc(C(=O)O)c1,-10,-11
N#Cc1cc2c(nc1SCC(=O)Nc1sc3c(c1C#N)CCC3)CCC2,nt,-3
COC(=O)c1c(-c2cccc3ccccc23)csc1NC(=O)Cc1ccc(OC)c(OC)c1,nt,-9
CC(=O)Nc1ccc(S(=O)(=O)N2CCN(C34CC5CC(CC(C5)C3)C4)CC2)cc1,-6,-13
COc1cccc(CN2CCN(C(=O)c3ccco3)CC2)c1OC,-2,-1
COCCn1nnnc1C(c1cccc(OC)c1OC)N1CCN(C2CCCCC2)CC1 (stereo not given),-6,-11
O=C(O)Cc1coc(-c2ccc(F)cc2)n1,-23,20
Cc1nc(N2CCN(C)CC2)c2sc(=S)n(C)c2n1,nt,-12
OCCN1CCN(C(=S)NCCc2ccccc2)CC1,nt,-11
OC[C@@H](O)[C@@H](O[C@@H]1O[C@H](CO)[C@H](O)[C@H](O)[C@H]1O)[C@H](O)[C@@H](O)CO,nt,2
C=CCn1cc(/C=N\NC(=O)c2cc3c(ccc4ccccc43)o2)c2ccccc21,nt,-22
Cc1c(Cl)cccc1NC(=O)CN1CCN(CCO)CC1,-20,-10
CCSc1nnc(N)s1,1,4
O=C(c1ccco1)N1CCN(C(=O)C2CCN(S(=O)(=O)Cc3ccccc3)CC2)CC1,-14,36
c1ccc2c(c1)nc(Nc1ccc3c(c1)OCO3)c1nnnn12,-4,-9
CCOC(=O)CN1CC23C=CC(O2)C(C(=O)NCCc2ccccc2)C3C1=O (stereo not given),-1,-24
CC(C/C=N/NC(=O)COc1cc(Cl)ccc1Cl)c1ccccc1 (stereo not given),nt,4

New compounds follow
SMILES,RT RNaseH block,RmlCD inh mix
CCOC(=O)CN(c1cccc(C(C)=O)c1)S(C)(=O)=O,nt,-1
COc1ccccc1NC(=O)CN1CCN(C(=O)c2ccco2)CC1,nt,1
CCOC(=O)C1=C(CC)OC(N)=C(C#N)C1c1ccc(OC)cc1OC (stereo not given),nt,2
COc1ccc(OCc2nnc(SC3CCOC3=O)n2-c2ccccc2)cc1 (stereo not given),-4,-9
C=CCN(CC(=O)NCc1ccccc1)C(=O)c1csnn1,-1,5
COc1ccccc1-n1cnc2cc(C(=O)NCC3CCCO3)ccc21 (stereo not given),-6,-9
CC(C)OC(=O)c1c(F)c(F)c(N2CCOCC2)c(F)c1F,-1,-6
CCOC(=O)c1cc2c(ccn2C)n1CC(=O)N1CCN(c2ccccc2)CC1,-6,-2
NC1=NC[C@@H](Cc2ccc(O)cc2)N1CCc1cccc2ccccc12,nt,-11
Cc1ccc(CNC(=O)CCNC(=O)Cn2ccc3ccccc3c2=O)cc1,nt,-4
c1cncc(-c2nnc(SCc3nc4ccccc4[nH]3)o2)c1,1,9
Cc1ccc(N2C(=O)c3oc4ccccc4c(=O)c3C2c2cccc(O)c2)nc1 (stereo not given),7,10
O=C(O)c1c[nH]c2ccc(S(=O)(=O)N3CCN(c4ccc(F)cc4)CC3)cc2c1=O,14,6
O=c1[nH]c2ccc(Br)cc2c(-c2ccccc2)c1N1CCOCC1,-3,nt
